Yfh1-depleted yeast – enhancers of respiration in Yfh1-depleted yeast, dose response, Friedreich's ataxia, plus single-dose screen (AID 1465) | S. cerevisiae Yfh1-off respiration, WST-1 reduction, 72 h; higher fold induction means a stronger effect | fold induction at 50 µM; hits with a dose series show EC50 in µM | 220,000 tested, 0.074% active;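 active means fold induction of absorbance versus untreated yeast above a set limit, then at least 30% activation at any dose in follow-up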;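 further: activators that raise dye reduction in frataxin-depleted yeast; strong numbers were not always called active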
Autophagy mod – alters autophagy in cells; 190,000 tested, 0.98% active; MEF GFP-LC3 puncta imaging; test concentration mostly 10 µM; AID 463193; calls only at 10 µM (by protocol);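 active means percentage of spot-positive cells more than 3 SD above its plate mean, without a fluorescence outlier flag or 80% toxicity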;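 further: spot-positive cell cutoff set from DMSO-treated cells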
Dynein transport – dynein cargo transport inhibition; 3617.4 mouse cells, GR-EGFP nuclear translocation imaging; test concentration mostly 20 µM; stimulated with dexamethasone, 1 µM; stronger effect = lower value; z-score, hits read low; 220,000 tested, 0.47% active; AID 1381;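 active means plate z-score of nuclear minus cytoplasmic receptor signal below a set negative limit, without overly bright fluorescence or cell loss, cut at about -3.5 in these data, passing the limit was not always enough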;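 further: z-score of nuclear minus cytoplasmic ring GR-EGFP intensity difference per well; some compounds called inactive have numbers as strong as hits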
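Schedule: 48 h induction, then 1 h compound, then 30 min agonist, 37 °C. Buffer or medium: tetracycline-free induction medium containing charcoal-stripped FBS. Reagent: 1.0 µM final dexamethasone stimulus. Evaluation: nuclear versus cytoplasmic GR-EGFP signal, averaged per well. Signal: high-content fluorescence imaging after fixation.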
Ins promoter up – MIN6 insulin promoter up-regulation | MIN6 insulin promoter-GFP reporter, high-content imaging; stronger effect = higher value | 190,000 tested, 0.3% active | AID 1625 | z-score at 5 µM;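 active means z-score above 3 at 5 µM with at least 500 cells counted in the well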
MT stabilizer – stabilizes microtubules in HeLa cells; AID 2205; 200,000 tested, 0.83% active; HeLa tubulin immunostaining HCS, 24 h; share of cells brighter than vehicle mean+2SD; % tubulin-high responders, % at 10 µM;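 active means plate Z-score above 3 for both tubulin-high and condensed-nucleus cell shares, with cell loss under 80%, at 10 µM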;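 further: anti alpha tubulin signal scored within the nucleus-defined area of each cell; some results filed as inactive read as strong as hits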
bCat nuc transl – modulators of beta-catenin nuclear translocation; HeLa beta-catenin nuclear translocation, immunofluorescence imaging; nuclear translocation activity, % at 5 µM; 190,000 tested, 0.3% active; AID 1665;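 active means nuclear translocation activity above 50% at 5 µM, with a well cell count of 50 or more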;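 further: per-cell ratio of nuclear to cytoplasmic median beta-catenin stain intensity; plate controls were DMSO negative control for no effect and GSK-3 inhibitor IX positive control for full effect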
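Test system: human HeLa cell line; Doses: 5 µM primary, 0.02–20 µM confirmation; Incubation: 24 h compound exposure, 37°C; Detection: beta-catenin immunofluorescence imaging with DAPI; Read-out: beta-catenin nuclear/cytoplasmic ratio, % activation.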
PMI inhibitors – inhibitors of human PMI, primary screen, biochemical, fluorescence intensity, coupled assay (AID 1209); purified PMI enzyme, coupled fluorescence intensity; higher % means a stronger effect; inhibition, % at 20 µM; hits with a dose series show IC50 in µM; 190,000 tested, 0.42% active;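 further: plate controls were DMSO vehicle for no effect and wells lacking substrate for full effect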
human PMI inhibitors – human PMI inhibitors, high substrate, primary screen, biochemical, fluorescence intensity, high mannose 6-phosphate (AID 1220); recombinant PMI enzyme, coupled fluorescence intensity; higher % means a stronger effect; one-dose inhibition, % at 20 µM; IC50 in µM for titrated hits; 190,000 tested, 0.66% active
WT yeast gro inh – growth inhibition of WT yeast, mitochondrial fusion screen | mitochondrial fusion phenotypic screen, WT strain | inhibition, % at 10 µM | 190,000 tested, 2.1% active | AID 1362; in the data active means inhibition above about 58%; tested in S. cerevisiae
WT yeast gro inh mutant strain – also measured in WT yeast gro inh; calls as there; inhibition, %; mitochondrial fusion phenotypic screen, mutant strain inhibition
Dynein transport cytoplasmic EGFP – also measured in Dynein transport; calls as there; z-score; measured here: cytoplasmic GR-EGFP intensity; stronger effect = higher value
Dynein transport nuclear GR-EGFP – second read-out of Dynein transport, no call of its own (marks repeat the call); z-score; measured here: nuclear GR-EGFP intensity;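 lower value marks the stronger effect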
Dynein transport cell count – second read-out of Dynein transport, no call of its own (marks repeat the call); z-score; measured here: cell count per field
Ins promoter up cell count – recorded beside Ins promoter up, whose call it bears; cell count; measured here: cytotoxicity, nuclei count;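 total cells summed across four imaged fields per well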
bCat nuc transl cell count 5 µM – further read-out of bCat nuc transl, marked with its call; cell count; measured here: cell count, cytotoxicity flag
MT stabilizer Hoechst-high % – second read-out of MT stabilizer, no call of its own (marks repeat the call); % Hoechst-high responders; measured here: nuclear condensation Hoechst responders;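 share of cells brighter than vehicle mean plus two SD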
MT stabilizer cytotoxicity % – second read-out of MT stabilizer, no call of its own (marks repeat the call); toxicity, %; measured here: cytotoxicity by cell density;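 0% = mean cell density of plate MIN control wells and 100% = no cells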
Autophagy mod cell loss 18 h – further read-out of Autophagy mod, marked with its call; toxicity, %; measured here: cell loss, nuclei count;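 cell loss after 18 h compound exposure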
An asterisk follows results filed as active; i = inactive; / = not tested or not shown. Unless noted, no stated cut-off is given here; in the data, active means inhibition above about 50%; inactive means the rest.

SMILES | Yfh1-depleted yeast | Autophagy mod | Autophagy mod cell loss 18 h | Dynein transport | Dynein transport cytoplasmic EGFP | Dynein transport nuclear GR-EGFP | Dynein transport cell count | Ins promoter up | Ins promoter up cell count | MT stabilizer | MT stabilizer Hoechst-high % | MT stabilizer cytotoxicity % | bCat nuc transl | bCat nuc transl cell count 5 µM | PMI inhibitors | human PMI inhibitors | WT yeast gro inh | WT yeast gro inh mutant strain
CCCC(c1nnnn1C(C)(C)CC)N1CCN(C2CCCC2)CC1 (stereo unspecified) | i | i | 27 | 0.049 | -0.086 | -0.03 | -0.1 | -1.6 | 1129 | 2.9 | 2.3 | 6.3 | -6.1 | 1020 | -6% | 0% | 5 | -2
N#Cc1cccc(C#N)c1N1CCC(C#N)CC1 | i | i | 20 | -0.67 | -0.38 | -0.45 | 1.2 | -0.85 | 1279 | 3.8 | 2.9 | 4.3 | -1.0 | 1080 | 6% | 10% | -18 | 14
CNC(=O)CN1C(=O)C2C3C=CC(C3)C2C1=O (stereo unspecified) | i | i | 7 | 0.92 | -0.39 | 0.54 | -0.72 | -0.15 | 1828 | 4.6 | 2.9 | 1.1 | -0.1 | 1020 | 19% | 14% | 12 | -1
C=CCn1c(SCC(=O)O)nnc1-c1cccc(Cl)c1 | i | i | -8 | 0.9 | -0.22 | 0.93 | -1.2 | -0.15 | 1751 | 1.5 | 1.7 | 1.9 | 0.2 | 1067 | 0% | -1% | -12 | 24
Cn1c(N)c(C(=O)COC(=O)CCC2CCCC2)c(=O)n(C)c1=O | i | i | -8 | -0.35 | -0.18 | -0.25 | 0.14 | / | / | 2.0 | 1.8 | 5.8 | 1.5 | 1071 | 5% | 3% | 7 | -1
CCCCOc1ccc(NC(=O)c2cnc(C)cn2)cc1 | i | i | -3 | -0.57 | -0.15 | -0.29 | 0.073 | 1.1 | 836 | 2.9 | 1.7 | 13 | / | / | -11% | -10% | -1 | -6
C=CCc1cc(C)ccc1OCCn1ccnc1 | i | i | 7 | 1.1 | -0.34 | 0.14 | 0.31 | 0.89 | 852 | 2.5 | 1.2 | 11 | / | / | 9% | 8% | 8 | 5
Cc1ccc(S(=O)(=O)N(C)C)cc1[N+](=O)[O-] | i | / | / | -0.88 | -0.29 | -0.4 | 0.23 | -0.17 | 1152 | / | / | / | -0.3 | 1363 | / | / | / | /
CCOc1ccc(CCNC(=O)COC(=O)c2ccco2)cc1OCC | / | i | -10 | -0.78 | -0.25 | -0.098 | 0.96 | -0.37 | 991 | 1.1 | 1.4 | 5.5 | -7.6 | 1274 | 5% | 6% | 2 | -22
COc1ccccc1OCC(=O)Nc1ccc(CSc2ccccc2)cc1C | i | i | 29 | 0.89 | 0.47 | 1 | -0.65 | -0.64 | 975 | 2.2 | 1.2 | 1.9 | -1.9 | 1229 | 16% | 8% | 7 | 3
Cc1nnc(SCc2ccc([N+](=O)[O-])cc2)[nH]c1=O | i | i | 5 | -0.24 | -0.3 | -0.28 | 0.59 | 0.29 | 1436 | 3.7 | 1.2 | 9.4 | 0.7 | 1525 | -4% | 0% | 6 | 7
Cc1ccccc1C(=O)NCC(=O)Nc1ccccc1C(F)(F)F | i | i | 3 | -0.46 | -0.18 | 0.33 | 0.95 | 1.9 | 1623 | 0.9 | 2.0 | 5.6 | -2.0 | 963 | -14% | -18% | -2 | 13
CC1(C)CC(=O)c2cc(C(=O)N3CCN(CCO)CC3)c(=O)n(-c3ccc(Cl)cc3)c2C1 | i | i | 0 | -0.2 | 0.31 | -0.11 | 0.65 | 0.31 | 973 | 1.6 | 1.5 | 5.5 | -0.8 | 1172 | 7% | -2% | 9 | -2
O=C(Nc1ccc2c(c1)OCCO2)N1CCN(c2ccc(F)cc2)CC1 | i | i | 23 | -0.35 | -0.11 | 0.017 | 0.39 | -0.37 | 1915 | 1.9 | 2.0 | 10 | -0.7 | 1033 | 6% | 8% | 9 | -9
COC(=O)C1C(C(=O)OC)C1(c1ccccc1)c1ccccc1 (stereo unspecified) | i | / | / | -0.2 | -0.095 | -0.064 | 0.25 | -0.23 | 1078 | / | / | / | -0.3 | 1329 | / | / | / | /
CC1CCN(c2nc3c(c(=O)[nH]c(=O)n3C)n2CC(C)CSc2nnnn2-c2ccccc2)CC1 (stereo unspecified) | i | i | -7 | 0.039 | -0.29 | -0.31 | -0.062 | -0.13 | 1298 | 2.6 | 2.6 | 9.2 | -1.2 | 882 | 6% | -4% | 28 | -8
O=C(NNC(=O)c1csc(-c2cccnc2)n1)c1ccccc1 | i | / | / | 0.28 | -0.12 | 0.77 | -0.28 | 0.87 | 1025 | / | / | / | -0.4 | 1279 | / | / | / | /
COc1ccc(CCC(=O)Nc2cc(Cl)ccc2OC)cc1 | i | i | -30 | -0.2 | -0.039 | -0.27 | 1.4 | -0.46 | 934 | 5.2 | 5.2 | 1.9 | / | / | -5% | -5% | 17 | 12
COc1ccc(N=C2SC(C(=O)Nc3ccc4c(c3)OCO4)CC(=O)N2C)cc1 (stereo unspecified) | i | i | 4 | 0.052 | -0.097 | 0.39 | -1.2 | -1.7 | 1319 | 5.4 | 2.6 | 7.3 | 1.6 | 807 | 10% | 16% | 1 | -9
O=C(CSCC(=O)N1CCN(c2ccccc2)CC1)Nc1nc(-c2ccc(Cl)s2)cs1 | i | i | -3 | -0.67 | 0.048 | -0.33 | -0.041 | 0.15 | 1034 | 3.3 | 3.4 | 9.3 | 0.5 | 1097 | 20% | 19% | 22 | 9
O=C(CN1C(=O)/C(=C\c2ccccc2F)SC1=S)Nc1nc2ccccc2s1 | i | i | 7 | -0.35 | -0.3 | -0.47 | 0.6 | -0.06 | 2256 | 3.1 | 2.5 | 0.9 | -0.5 | 983 | 16% | 10% | 28 | 3
O=[N+]([O-])c1cc(C(F)(F)F)cc([N+](=O)[O-])c1N1CCN(S(=O)(=O)c2ccccc2)CC1 | i | i | 3 | -0.56 | -0.33 | -0.55 | 0.49 | -0.01 | 1455 | 4.4 | 3.2 | 6.9 | 1.7 | 517 | 0% | -2% | 1 | 7
Cc1csc(NC(=O)c2cc(-c3ccccc3)nc3ccccc23)n1 | i | i | 13 | 1.1 | -0.19 | 0.87 | -0.42 | 0.17 | 1444 | 4.2 | 2.3 | 2.7 | -2.6 | 1160 | 9% | 12% | 62* | 34*
COc1ccc(NC(=O)c2cc(S(=O)(=O)NCC3COc4ccccc4O3)ccc2F)cc1 (stereo unspecified) | i | i | 0 | 1.1 | -0.14 | 0.37 | -0.57 | 0.14 | 1472 | 5.4 | 3.3 | 8.3 | -0.9 | 1115 | 26% | 16% | 19 | 24
C/C(N)=C(/C#N)C(=O)COC(=O)CNS(=O)(=O)c1ccc(F)c(F)c1F | i | i | 22 | 1.6 | -0.33 | 1.3 | -1 | -0.33 | 1150 | 3.8 | 2.9 | 9.1 | 2.2 | 1029 | -7% | 1% | -4 | 0

Remaining list, next part
SMILES | Yfh1-depleted yeast | Autophagy mod | Autophagy mod cell loss 18 h | Dynein transport | Dynein transport cytoplasmic EGFP | Dynein transport nuclear GR-EGFP | Dynein transport cell count | Ins promoter up | Ins promoter up cell count | MT stabilizer | MT stabilizer Hoechst-high % | MT stabilizer cytotoxicity % | bCat nuc transl | bCat nuc transl cell count 5 µM | PMI inhibitors | human PMI inhibitors | WT yeast gro inh | WT yeast gro inh mutant strain
COCC(C)NCc1cccc(OC)c1OC (stereo unspecified) | i | i | -6 | 0.36 | -0.24 | -0.7 | 0.59 | -0.9 | 1528 | 4.0 | 1.6 | 4.9 | 0.6 | 1287 | -5% | 2% | 0 | 4
CC1=NN(c2ccc([N+](=O)[O-])cc2)C(=O)/C1=C\N(C)C | i | i | 10 | 0.62 | -0.27 | 0.14 | -0.56 | / | / | 2.5 | 1.7 | 3.7 | -1.1 | 987 | 5% | 0% | 65* | 55*
O=S(=O)(Nc1nc2ccccc2nc1OCC(F)(F)F)c1cccs1 | i | / | / | -0.14 | 0.49 | 0.066 | 0.46 | -0.58 | 1008 | / | / | / | -1.7 | 1370 | / | / | / | /
COc1ccccc1/C=N/NC(=O)CNC(=O)c1ccc(S(=O)(=O)N2CCCC2)cc1 | i | i | 11 | 0.82 | -0.11 | 0.56 | 0.069 | -0.08 | 999 | 2.1 | 1.4 | 12 | -2.9 | 1039 | -7% | 0% | 0 | -21
N#Cc1ccc(N2Cc3ccccc3C2=NC(=O)c2cccs2)cc1 | i | i | 9 | -0.67 | -0.22 | -0.5 | 0.3 | -0.35 | 1436 | 7.2 | 3.1 | 2.0 | 0.0 | 921 | 4% | 8% | -3 | 3
COc1cccc(C(=O)Nc2ncc3c(n2)CC(c2ccc(OC)cc2OC)CC3=O)c1 (stereo unspecified) | i | i | 13 | 0.16 | -0.18 | 0.25 | -0.22 | -0.48 | 873 | 67 | 25 | 85 | 73* | 406* | 8% | 10% | 5 | -7
O=c1[nH]c(-c2ccccn2)nc2sc(-c3ccccc3)cc12 | i | i | 35 | 0.64 | -0.41 | -0.29 | 0.33 | -6.6 | 603 | 3.3 | 2.8 | 30 | 37 | 437 | 48% | 25% | 76* | 65*
O=C(CCc1nnc(C2(c3ccc(Cl)cc3)CCC2)o1)NC1CC1 | i | i | -15 | 0.07 | -0.37 | 0.33 | -0.064 | -0.48 | 1496 | / | / | / | 1.0 | 1018 | 4% | 6% | -10 | -16

Screening data deposited in PubChem by several laboratories.
